# Source: PubChem (National Center for Advancing Translational Sciences (NCATS))
# PKM2 act: qHTS Assay for Activators of Human Muscle isoform 2 Pyruvate Kinase; Pyruvate kinase PKM (Homo sapiens), P14618; purified PKM2, Kinase-Glo ATP luminescence, activation; response scale: 0% is enzyme alone, no compound; Potency, µM (top dose mostly 57.5 µM), without a hit: top-dose activation, hits mostly activators; 260,000 tested, 0.34% active; further: potency means the concentration at half of the fitted maximal effect; on the % scale 0 is the no-effect control and ±100 the full control effect; nearly all actives have a fitted effect of over 55% in size
# Target sequence (P14618 whole entry, looked up, canonical isoform): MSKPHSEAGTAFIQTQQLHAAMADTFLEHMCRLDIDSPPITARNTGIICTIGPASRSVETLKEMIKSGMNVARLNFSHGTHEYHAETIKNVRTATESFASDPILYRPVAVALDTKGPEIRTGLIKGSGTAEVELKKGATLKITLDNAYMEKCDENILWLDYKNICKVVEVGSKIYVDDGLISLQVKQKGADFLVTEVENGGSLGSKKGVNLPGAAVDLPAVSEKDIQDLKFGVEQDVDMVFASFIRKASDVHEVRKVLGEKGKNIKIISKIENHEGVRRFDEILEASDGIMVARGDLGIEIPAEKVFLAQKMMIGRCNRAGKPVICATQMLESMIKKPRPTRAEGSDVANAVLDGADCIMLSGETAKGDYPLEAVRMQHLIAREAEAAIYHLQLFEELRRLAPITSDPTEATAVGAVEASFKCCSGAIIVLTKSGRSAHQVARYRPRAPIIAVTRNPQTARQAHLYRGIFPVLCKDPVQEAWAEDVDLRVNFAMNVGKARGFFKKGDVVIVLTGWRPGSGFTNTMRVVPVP
#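 Purified hPK-M2 (>95%) run at intermediate activity with 0.1 mM ADP and 0.5 mM PEP in 50 mM imidazole pH 7.2, KCl, MgCl2; 1 h room temperature. ATP formed read by Kinase-Glo luminescence; normalized to uninhibited and no-enzyme controls.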
# Giardia kill: Small Molecules that selectively kill Giardia lamblia: qHTS | Giardia lamblia trophozoite viability | activity change, % at 7.66 µM, hits read low | 340,000 tested, 0.15% active; in the data active means activity change below about -80%; inconclusive means between about -30% and that limit;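 further: parasites exposed to compound for two days anaerobically before the ATP read; on the % scale 0 is the no-effect control and ±100 the full control effect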
#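 Trophozoites 100 cells/well + cpd; 48 hrs, 37 deg C, anaerobic. ATPLite 1-Step added, 15-30 min RT, luminescence read (ATP-based viability).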
# ASM inhibitor: Inhibitors of Secretory Acid Sphingomyelinase (S-ASM): qHTS; Sphingomyelin phosphodiesterase (Homo sapiens), P17405; Potency, µM (top dose mostly 57.5 µM), inactives show at the top dose activity change, negative = inhibition, most hits filed as inhibitors; AID 504937, 2011; placental ASM, HMU-PC fluorogenic substrate, 60 min; 340,000 tested, 0.006% active; further: potency means the concentration at half of the fitted maximal effect
#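 Fluorogenic HMU-PC substrate (9 uM final) is turned over by placental ASM in 60 min at 37 C after a 10 min compound preincubation. Reaction ended by alkaline stop (pH 10), with fluorescence read at 386/447 nm.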
# a7 integrin act: qHTS for Activators of Integrin-Mediated Alleviation for Muscular Dystrophy. alpha7betagal myoblasts, beta-gal FDG fluorescence, 48 h. Potency, µM (highest dose often 38.3 µM), inactives show at the top dose activation, most hits filed as activators. 350,000 tested, 0.064% active. AID 624291, 2012;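 further: potency means the concentration at half of the fitted maximal effect; 100% = response of the positive control SU9516; nearly all actives have a fitted effect of over 60% in size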
#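 alpha7betagal+/- myoblasts (passage 13, 250/well) treated 48 h at 37C with compounds at 1:260 dilution of DMSO stock. Lysed, then beta-galactosidase activity read as FDG fluorescence (ex 480/em 540) after 30 min, with pre-read for autofluorescence.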
# BCR signal inh: qHTS Assay to Find Inhibitors of Chronic Active B-Cell Receptor Signaling; ABC-DLBCL IkBa-CBG/CBR reporter, luminescence ratio, 4 h; Potency, µM (series often up to 46.1 µM), inactives show at the top dose ratio change, negative = lower green/red ratio, hits mostly inhibitors; 340,000 tested, 0.05% active; AID 493014, 2011; active means well fitted inhibition curve with a large enough effect in the signal ratio, with a control signal flat, not every such curve was filed as active; inconclusive means small, poorly fitted or top-dose-only effect, or effect the other way, or a change in a side signal; the % refers to the signal ratio;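 further: potency means the concentration at half of the fitted maximal effect; plate controls were basal doxycycline-induced cells for no effect and cells given 10 µM MG132 for full effect; MG132 reads +100%, hits lower the ratio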
#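 TMD8 human ABC-DLBCL cells with doxycycline-inducible IκBα–green luciferase fusion and unfused red luciferase, in 0.5% FBS medium; compounds up to 46 uM, 4 h at 37C. Green/red luminescence ratio, filter-overlap corrected, fitted to concentration-response curves.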
# Menin MLL FP TR: qHTS Assay for Inhibitors Targeting the Menin-MLL Interaction in MLL Related Leukemias: Competition With Texas Red Labeled MLL-derived Mutant Peptide; Menin + Texas Red MLL mutant peptide, fluorescence polarization; 270,000 tested, 0.23% active; Potency, µM (doses to about 61.6 µM), for the others: at the highest dose FP activity change, negative = inhibition, most hits filed as inhibitors; active means well fitted inhibition curve with a large enough effect in the polarisation, with a control signal flat, not every such curve was filed as active; inconclusive means small, poorly fitted or top-dose-only effect, or effect the other way, or a change in a side signal; inactive means no such curve, though single readings can be large or run the other way; the % refers to the polarisation; further: potency means the concentration at half of the fitted maximal effect; % of control where 0% means no effect; many of its hits are not listed in these tables
# B2AR arrestin: qHTS assay of beta-arrestin-biased ligands of beta2-adrenergic receptor | Beta-2 adrenergic receptor (Homo sapiens), P07550 | beta-arrestin recruitment to beta2AR, cell-based reporter | Potency, µM (titrated, usually from 46.1 µM), without a hit: top-dose activation, hits mostly activators | 330,000 tested, 0.02% active;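 further: potency means the concentration at half of the fitted maximal effect; 0% = DMSO controls and full agonism = EC100 isoproterenol or metaproterenol; nearly all actives have a fitted effect of over 65% in size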
# PTAP TSG101 blk: qHTS Assay for Iinhibitors of HIV-1 Budding by Blocking the Interaction of PTAP/TSG101 | Fluorescence polarization, FITC-PTAP peptide / Tsg101 binding | 340,000 tested, under 10 active | Potency, µM (top dose mostly 115 µM), inactives show at the highest dose activity change, negative = inhibition, hits mostly inhibitors; active means well fitted inhibition curve with a large enough effect in the main read-out, with a control signal flat, not every such curve was filed as active; inconclusive means small, poorly fitted or top-dose-only effect, or effect the other way, or a change in a side signal; inactive means no such curve, though single readings can be large or run the other way; further: potency means the concentration at half of the fitted maximal effect; % of control where 0% means no effect
#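 FP read-out: FITC-PTAP peptide, 50 nM final, binding Tsg101 binding domain, 10 uM final; 20 min, r.t.; 10 mM HEPES pH 7.5, 0.15 M NaCl, 0.01% Tween 20, 3 mM EDTA, 0.1 mM TCEP.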
# FBPA coupling cs: qHTS Assay for Inhibitors of Fructose-1,6-bisphosphate Aldolase from Giardia Lamblia: Coupling assay counterscreen. coupling enzyme system counterscreen, AmpLite Red fluorescence. AID 2472, 2010. 290,000 tested, 0.67% active. activity change, negative = inhibition, % at 58.2 µM, hits read low; in the data active means activity change below about -30%; further: on the % scale 0 is the no-effect control and ±100 the full control effect
#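 Counterscreen of the coupled detection system alone, without aldolase: glyceraldehyde-3-phosphate coupling enzymes plus AmpLite Red readout. Compounds at 57.5 uM final, 10 min RT preincubation, 20 min RT reaction, fluorescence 525/598 nm.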
# GALK inhibitor: qHTS Assay for Inhibitors of Human Galactokinase (GALK). P51570. Purified GALK, Kinase-Glo residual ATP luminescence. Potency, µM (highest dose often 57.5 µM), without a hit: at the highest dose activity change, negative = inhibition, usual class: inhibitors. 270,000 tested, 0.007% active. AID 1868, 2009; further: potency means the concentration at half of the fitted maximal effect; on the % scale 0 is the no-effect control and ±100 the full control effect
# Target sequence (P51570 whole entry, looked up): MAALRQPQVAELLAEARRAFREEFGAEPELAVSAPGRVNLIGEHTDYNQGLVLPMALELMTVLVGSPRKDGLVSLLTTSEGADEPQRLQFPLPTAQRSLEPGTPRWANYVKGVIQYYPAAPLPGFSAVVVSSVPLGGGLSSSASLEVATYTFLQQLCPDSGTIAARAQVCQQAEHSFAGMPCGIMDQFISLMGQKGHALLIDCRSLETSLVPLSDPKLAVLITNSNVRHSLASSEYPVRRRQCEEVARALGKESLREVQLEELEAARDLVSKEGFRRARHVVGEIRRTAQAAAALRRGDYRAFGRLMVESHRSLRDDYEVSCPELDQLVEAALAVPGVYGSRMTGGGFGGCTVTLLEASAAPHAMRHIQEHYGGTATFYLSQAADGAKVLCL
#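 Luminescence from leftover ATP (Ultra-Glo luciferase/luciferin) served as read-out after a 1 h room-temperature reaction of 5 nM GALK with 35 uM ATP and 100 uM galactose.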
# Tb PFK block: qHTS Assay to Find Inhibitors of T. brucei phosphofructokinase; Potency, µM (titrated, usually from 57.5 µM), inactives show top-dose activity, negative = inhibition, hits mostly inhibitors; 330,000 tested, 0.17% active; ATP-dependent 6-phosphofructokinase (Trypanosoma brucei brucei), O15648; T. brucei PFK, ADP-Glo luminescence; AID 485367, 2010;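 further: potency means the concentration at half of the fitted maximal effect; 0% = uninhibited 1x PFK enzyme wells and -100% = no-enzyme wells; nearly all actives have a fitted effect of over 60% in size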
#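 ADP-Glo luminescence quantified ADP after 45 min at room temperature, with 1.25 nM T. brucei PFK, 0.1 mM ATP and 0.5 mM fructose-6-phosphate in pH 8.0 TEA buffer. qHTS titrations up to 57 µM; curves classified by quality.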
# The depositor's hits bear a star; ? = inconclusive; · = no result given; [ ] = remark or other dose. Unless noted, the call rests on the fitted dose curve; in most records, active means well fitted curve in the direction sought with a large enough effect; inconclusive means small, poorly fitted or top-dose-only effect, or another doubt; inactive means no such curve, though single readings can be large; an effect the other way counts as inactive or inconclusive. This is a subset; the hit share may differ from the screen's.
entry	SMILES	PTAP TSG101 blk	B2AR arrestin	BCR signal inh	FBPA coupling cs	Menin MLL FP TR	Giardia kill	a7 integrin act	PKM2 act	Tb PFK block	GALK inhibitor	ASM inhibitor
1	CSc1ccc(NC(=O)N2CC=C(n3c(=O)[nH]c4ccccc43)CC2)cc1	-1%	4.4%	-5%	2	-1%	-8	-26%	4%	-2%	·	-2%
2	COCc1c(C(=O)N/N=C/c2cccc3ccccc23)nnn1-c1nonc1N	-3%	-0.4%	0%	-6	?	-7	-32%	1%	-1%	5%	34%
3	O=C(O)CC(NC(=O)C12CC3CC(CC(C3)C1)C2)c1cc([N+](=O)[O-])ccc1Cl (stereo unspecified)	2%	-0.3%	10%	1	6%	-1	25%	-3%	?	4%	3%
4	Cc1ccc(N2C(=O)/C(=C\c3ccc(C(C)C)cc3)N=C2SC2CCOC2=O)cc1 (stereo unspecified)	-1%	0.3%	2%	-2	1%	12	20%	-1%	5%	2%	179%[activator]
5	CCOc1ccc(CN(C)C(=O)c2cc3ccccc3o2)cc1OC	-3%	3.1%	?	4	-15%	8	-1%	·	-4%	-1%	3%
6	O=c1c2ccccc2nc(/C=C/c2ccccc2)n1CCc1ccccc1	0%	0.3%	-5%	0	-3%	7	14%	4%	-7%	1%	-1%
7	CCOC(=O)c1c(CSc2ccccc2)n(C)c2cc(Br)c(OC)c(O)c12	-4%	-0.5%	?	0	11%	2	-13%	-3%	1%	-6%	-11%
8	O=C(CCn1nnnc1CN1CCOCC1)N1CCC(c2ccccc2F)C1 (stereo unspecified)	0%	-0.1%	-4%	5	-3%	-9	-17%	·	5%	-8%	5%
9	COc1c(C(=O)Nc2ccc(Cc3ccncc3)cc2)ccc2ccccc12	-4%	-0.7%	?	-1	1%	26	-9%	-12%	4%	·	10%
10	O=C(N[C@@H](Cc1ccccc1)C(=O)O)c1cccnc1	-2%	0.2%	1%	-1	-1%	?	7%	-6%	0%	1%	4%
11	O=C(COC(=O)c1cc(-c2cccs2)nn1-c1ccccc1)Nc1cccc([N+](=O)[O-])c1	-4%	0.6%	6%	-2	-14%	13	11%	-2%	1%	0%	-8%
12	Cc1[nH]c(=O)[nH]c(=O)c1S(=O)(=O)N1CCCCC1	-3%	0.2%	-5%	-2	2%	-21	-22%	·	-7%	1%	1%
13	C/C(=N\N=c1/scc(C)n1Cc1ccco1)c1cccc([N+](=O)[O-])c1	1%	-0.6%	?	-2	?	-2	-16%	25%	0%	2%	-13%
14	O=S(=O)(N[C@@H]1C[C@H]2CC[C@@H]1C2)c1cccs1	-5%	-0.8%	8%	4	12%	6	?	-8%	0%	-2%	-1%
15	CCN(C(=O)COC(=O)CCC1CCCC1)c1c(N)n(Cc2ccccc2)c(=O)[nH]c1=O	-1%	0.1%	1%	·	·	1	15%	·	-2%	·	1%
16	CC1(C)Oc2ccc3ccc(=O)oc3c2/C(=C/NCCO)C1=O	-1%	0.0%	3%	-9	-8%	14	30%	-13%	-2%	0%	0%
17	COc1ccc(Nc2nc(OC)nc(N3CCN(c4ccc(OC)cc4)CC3)n2)cc1	-3%	2.4%	?	0	27%	-8	1%	8%	-9%	0%	-3%
18	Cc1ccc(-c2nc3ncccc3o2)cc1NC(=O)C(C)(C)C	-3%	0.0%	3%	5	-5%	-10	0%	-3%	1%	3%	2%
19	O=C(Nc1ccccc1)Nc1ccc2ccccc2c1	0%	3.2%	?	2	·	11	?	-1%	4%	1%	0%
20	Cc1nn(-c2ccccc2)c(C)c1C(=O)OC(C)C(=O)Nc1ccc(C(N)=O)cc1 (stereo unspecified)	-6%	0.4%	-8%	·	·	0	-5%	·	-1%	·	3%
21	COC(=O)CC#N	2%	0.1%	-1%	·	·	3	·	·	-3%	·	1%
22	OC(COc1ccc2c(c1)CCC2)CN1CCN(c2ccccc2F)CC1 (stereo unspecified)	-1%	-0.2%	4%	4	20%	-2	-34%	8%	7%	0%	5%
23	COc1ccc2cc(-c3cc(C(=O)OCC(=O)Nc4c(C)n(C)n(-c5ccccc5)c4=O)c4ccccc4n3)ccc2c1	1%	-0.7%	?	-3	7%	-94*	33%	5%	1%	2%	36%[activator]
24	CCOC(=O)c1c(C)[nH]c(C)c1S(=O)(=O)NCCN1CCN(c2cc(Cl)ccc2C)CC1	3%	-0.3%	?	-5	-1%	-6	-53%[inhibitor]	·	0%	0%	15%
25	O=C(O)c1nc(Cl)c(Cl)c(N/N=C/c2ccccc2C(F)(F)F)c1Cl	-8%	-0.3%	18%	17	33%[activator]	-1	-11%	3%	1%	0%	17%
26	C[C@@H]1CCC[C@H](C)N1Cc1nc(Cc2ccccc2Cl)no1	-2%	0.1%	1%	0	0%	-12	22%	-5%	-1%	1%	4%
27	COc1cc(CNCc2ccc(OC)c3ccccc23)cc(OC)c1OC	-1%	-1.9%	?	0	-14%	12	-43%[inhibitor]	0%[11.5 µM]	-1%	-1%	1%
28	COCC(=O)N1CCC(Oc2ccc(C(=O)N3C[C@@H]4CCC[C@H]3C4)cc2)CC1	-2%	-3.1%	?	0	-3%	-22	30%	5%	7%	·	-3%
29	Cc1cc(Br)ccc1NC(=O)CN(C)C(=O)CN1C(=O)NC(C)(C2CC2)C1=O (stereo unspecified)	-1%	-0.2%	0%	·	·	17	-24%	·	-8%	·	7%
30	COc1cccc(-c2ncc3ccccc3c2COC(=O)c2ccco2)c1	-3%	0.0%	?	·	·	-10	32%	·	3%	·	-3%

# 3 compounds already listed, sorted by their value in Tb PFK block, descending.
entry	SMILES	PTAP TSG101 blk	B2AR arrestin	BCR signal inh	Menin MLL FP TR	a7 integrin act	Tb PFK block	GALK inhibitor	ASM inhibitor
27	COc1cc(CNCc2ccc(OC)c3ccccc23)cc(OC)c1OC	-1%	-1.9%	?	-14%	-43%[inhibitor]	-1%	-1%	1%
15	CCN(C(=O)COC(=O)CCC1CCCC1)c1c(N)n(Cc2ccccc2)c(=O)[nH]c1=O	-1%	0.1%	1%	·	15%	-2%	·	1%
5	CCOc1ccc(CN(C)C(=O)c2cc3ccccc3o2)cc1OC	-3%	3.1%	?	-15%	-1%	-4%	-1%	3%

# (cont.)
entry	SMILES	PTAP TSG101 blk	B2AR arrestin	BCR signal inh	FBPA coupling cs	Menin MLL FP TR	Giardia kill	a7 integrin act	PKM2 act	Tb PFK block	GALK inhibitor	ASM inhibitor
31	CCCCOc1ccccc1C1NC(=O)NC(C)=C1C(=O)OCCOCC (stereo unspecified)	-6%	0.1%	0%	0	7%	6	-9%	-4%	-2%	6%	0%
32	O=C(N/N=C\c1cc(Br)c(Br)o1)C1COc2ccccc2O1 (stereo unspecified)	1%	-0.8%	15%	0	·	10	-5%	1%	?	·	-9%
33	O=C(CCc1ccccc1)NNC(=O)COc1ccc(Br)cc1	1%	-0.4%	0%	1	?	-3	10%	-8%	0%	-3%	-1%
34	CN(C)c1ccc(S(=O)(=O)NCC(=O)N2CCN(c3ccccc3)CC2)cc1[N+](=O)[O-]	-6%	-0.1%	20%	·	·	-28	-7%	·	-8%	·	-6%
35	O=C(Nc1cccc(-c2nc3ccccc3o2)c1)c1cccnc1	-2%	-0.1%	14%	4	-27%	7	-32%	-1%	-4%	4%	2%

# As entered above:
# PKM2 act result of CCCCOc1ccccc1C1NC(=O)NC(C)=C1C(=O)OCCOCC (stereo unspecified) = -4%
# FBPA coupling cs result of O=C(Nc1cccc(-c2nc3ccccc3o2)c1)c1cccnc1 = 4
